# Bioassay records as filed in PubChem BioAssay.
# AGP1-GFP MLPCN: modulators of AGP1-GFP expression in yeast TOR pathway, primary screen, cell-based, multiplex flow cytometry, S. cerevisiae, MLPCN library; 3 h; GFP as percent of DMSO wells; GFP response vs DMSO, % at 10 µM; 320,000 tested, 0.02% active;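 active means GFP response relative to DMSO above a set limit, near screen average plus 3 SD, cut at about 150% in these data; inconclusive means fewer than 70 cells counted for the yeast strain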;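 further: median GFP channel fluorescence of the gated AGP1 strain per well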
# VLA-4 inh: inhibition in human VLA-4 binding assay, primary screen, VLA-4 allosteric modulator project, MLPCN library, flow cytometry, VLA-4 expressing cells; Integrin alpha-4 (Homo sapiens), P13612; ligand binding flow cytometry; inhibition, % (about 7 µM as worked out from the volumes in the protocol); 330,000 tested, 0.2% active; AID 2557, 2010; in the data active means inhibition above about 50%
# Target sequence (P13612 whole entry, looked up): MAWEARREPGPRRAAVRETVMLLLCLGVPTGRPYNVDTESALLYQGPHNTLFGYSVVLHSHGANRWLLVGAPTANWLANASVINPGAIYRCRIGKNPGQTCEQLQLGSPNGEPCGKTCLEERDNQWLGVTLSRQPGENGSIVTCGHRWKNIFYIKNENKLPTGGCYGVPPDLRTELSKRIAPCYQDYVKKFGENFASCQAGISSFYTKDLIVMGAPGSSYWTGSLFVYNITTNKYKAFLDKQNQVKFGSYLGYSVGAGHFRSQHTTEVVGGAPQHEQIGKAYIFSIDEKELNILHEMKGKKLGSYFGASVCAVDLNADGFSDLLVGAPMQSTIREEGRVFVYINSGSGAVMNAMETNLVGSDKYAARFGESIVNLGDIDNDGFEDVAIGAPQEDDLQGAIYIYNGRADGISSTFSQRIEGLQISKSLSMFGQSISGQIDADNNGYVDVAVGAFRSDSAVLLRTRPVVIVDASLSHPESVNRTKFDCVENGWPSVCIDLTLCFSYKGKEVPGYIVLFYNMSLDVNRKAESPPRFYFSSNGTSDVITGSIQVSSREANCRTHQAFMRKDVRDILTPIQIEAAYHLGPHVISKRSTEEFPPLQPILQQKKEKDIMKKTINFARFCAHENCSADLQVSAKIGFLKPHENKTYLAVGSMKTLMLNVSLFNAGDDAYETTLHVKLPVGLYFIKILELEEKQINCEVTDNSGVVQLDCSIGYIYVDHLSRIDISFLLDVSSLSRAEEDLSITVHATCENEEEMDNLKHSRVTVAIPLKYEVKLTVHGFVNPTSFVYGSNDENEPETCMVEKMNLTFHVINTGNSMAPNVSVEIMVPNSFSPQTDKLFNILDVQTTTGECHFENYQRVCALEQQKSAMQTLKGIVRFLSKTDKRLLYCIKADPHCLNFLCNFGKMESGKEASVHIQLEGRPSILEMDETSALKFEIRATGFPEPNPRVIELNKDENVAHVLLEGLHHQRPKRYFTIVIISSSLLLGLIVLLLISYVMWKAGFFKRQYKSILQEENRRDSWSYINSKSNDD
# RPL19A TOR yeast: RPL19A-GFP expression modulators in yeast, primary screen, cell-based, S. cerevisiae, multiplex flow cytometry, MLPCN. S. cerevisiae RPL19A-GFP strain, 3 h; stronger effect = lower value. percent response vs DMSO, % at 10 µM. 330,000 tested, 0.3% active. AID 2025, 2009;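 active means percent response vs DMSO below 50%; inconclusive means fewer than 70 events counted for the yeast strain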;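 further: median channel GFP fluorescence of the barcoded RPL19A-GFP strain; ratio of sample median GFP to plate DMSO average so 100% = DMSO; lower means less RPL19A-GFP as with rapamycin TOR inhibition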
# GASC-1 inh: inhibitors of GASC-1 histone demethylase, primary screen, biochemical, fluorescence, DELFIA europium. 330,000 tested, 0.069% active. AID 2099, 2009. GST-JMJD2C(1-420) H3K9me3 demethylation. inhibition, % at 2.35 µM. Lysine-specific demethylase 4C (Homo sapiens), Q9H3R0;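 active means more than half of a compound's replicate wells show inhibition beyond 50%, single wells judged on their own value; inconclusive means some, but no more than half, of replicates pass 50% inhibition; inactive means no replicate passes 50% inhibition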;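 further: signal counts dimethyl H3K9 product captured on neutravidin plate; 0% = median of DMSO wells and 100% = 0.3 times that DMSO median; strong numbers were not always called active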
# MEP2-GFP yeast: modulators of MEP2-GFP levels in yeast, primary screen, S. cerevisiae, multiplex flow cytometry, MLPCN library; 330,000 tested, 0.51% active; AID 2016, 2009; GFP response vs DMSO, % at 10 µM; S. cerevisiae MEP2-GFP strain, 3 h; 100% = DMSO control level;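 active means GFP response versus DMSO above a set limit, roughly screen mean plus 3 SD, cut at about 180% in these data; inconclusive means fewer than 70 cells counted for a yeast strain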;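 further: median GFP fluorescence of the barcode-gated MEP2-GFP cells per well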
# GRK2 aptamer HTS: compounds blocking aptamer binding on GRK2 – biochemical, human GRK2, bead flow cytometry, HTS, primary screen; Beta-adrenergic receptor kinase 1 (Homo sapiens), P25098; FAM-aptamer displacement from GRK2; inhibition of aptamer binding, % at 10 µM; 330,000 tested, 0.59% active; AID 488847, 2010;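 active means inhibition of aptamer binding above 40%, roughly 3 SD of noise, on plates passing a quality check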;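 further: median bead fluorescence of bound FAM aptamer so fluorescent compounds give negative values; no value below 0 was filed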
# LAP4 TOR yeast: modulators of LAP4-GFP expression in yeast, primary screen, S. cerevisiae, multiplex flow cytometry, MLPCN library | GFP response vs DMSO, % at 10 µM | 320,000 tested, 0.34% active | AID 2023, 2009 | 3 h; median GFP as percent of DMSO wells;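 active means GFP response vs DMSO above a set limit, about the screen mean plus 3 SD, cut at about 150% in these data; inconclusive means under 70 cell events counted for the yeast strain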
# CIT2 TOR yeast: modulators of CIT2-GFP expression in yeast, primary screen, S. cerevisiae, GFP fusion, multiplex flow cytometry, MLPCN library; S. cerevisiae CIT2-GFP strain, 3 h; 100 means same as DMSO wells; GFP response vs DMSO, % at 10 µM; 320,000 tested, 0.065% active; AID 2029, 2009;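 active means GFP response relative to DMSO above a set limit, near the screen mean plus 3 SD, cut at about 150% in these data; inconclusive means Fewer than 70 cells measured for a yeast strain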;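 further: ratio of well median GFP fluorescence to mean of DMSO wells on the plate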
# * marks the source's active call; other numbers are inactive results; i = inactive; ? = inconclusive; · = no result given; & = joins results of further samples; [ ] = dose if it differs, or a comment.
entry	AGP1-GFP MLPCN	LAP4 TOR yeast	GRK2 aptamer HTS	CIT2 TOR yeast	RPL19A TOR yeast	MEP2-GFP yeast	VLA-4 inh	GASC-1 inh	Compound
1	96	78	2	102	105	99	1	6	O=S(=O)(c1ccc(F)cc1)N1CCN(C(=S)NCCc2ccccc2)CC1
2	98	105	1	88	93	95	7	4	CCCCCOc1ccc(C(=O)CCC(=O)NC(C)c2ccc(S(N)(=O)=O)cc2)cc1 (stereo not drawn)
3	89	112	0	86	92	136	6	-6	O/N=C\c1ccc(-c2ccccc2)o1
4	72	88	1	63	107	90	-3	-2	CNC(=O)OC(C)CNS(=O)(=O)c1ccc(C)cc1 (stereo not drawn)
5	103	99	0	100	104	104	-3	5	COC(=O)c1c(N)sc(C(=O)NCCc2ccccc2)c1C
6	107	111	0	98	99	99	16	10	O=C(CCNC(=O)C1CCN(S(=O)(=O)c2ccccc2)CC1)NCCc1ccc(Cl)cc1
7	102	95	0	103	104	79	7	5	Cc1nn(-c2ccccc2)c(N2CCCC2)c1/C=N/NC(=O)c1cccc(S(=O)(=O)Nc2ccc(Cl)cc2)c1
8	84	86	1	92	90	88	-7	3	O=C(Cc1ccccc1)NCc1cccnc1
9	91	97	0	94	92	93	-16	16	Cc1ccc(NC(=O)COc2ccc(N(C)S(=O)(=O)c3ccc(F)cc3)cc2)cc1
10	103	97	0	109	97	102	10	-1	O=C(Nc1ccc(N=Nc2ccccc2)cc1)c1cccc(Cl)c1
11	79	92	0	80	88	95	1	6	CCOc1ccc(Nc2oc(-c3ccco3)nc2C#N)cc1
12	98	99	0	94	102	102	12	-1	O=C(CCn1c2c(c3ccccc31)CCCC2)NNC(=O)c1cccc([N+](=O)[O-])c1
13	108	93	0	105	97	102	17	7	CC(=O)c1c(COC(=O)c2ccccc2Cl)nc2ccccc2[n+]1[O-]
14	101	105	4	95	101	105	-12	1	COc1ccc(NC(=O)CCCC(=O)c2ccccc2)cc1
15	100	94	0	105	100	101	2	-6	COc1ccc(NC(=O)CN2C(=O)NC(C)(c3ccc4c(c3)OCO4)C2=O)cc1S(N)(=O)=O (stereo not drawn)
16	94	100	1	100	97	100	-6	·	CCOc1ccccc1C(=O)OCC(=O)Nc1cc(S(=O)(=O)N2CCOCC2)ccc1C
17	106	112	0	96	101	106	0	·	COc1cccc(CNC(=O)COC(=O)c2ccc(C(=O)c3ccccc3)cc2)c1
18	100	105	0	102	107	108	13	5	CC1CN(C(=O)COC(=O)c2cc(Cl)ccc2Cl)CC(C)O1 (stereo not drawn)
19	98	99	4	96	96	99	2	i	CCOC(=O)C1CCN(C(=O)c2ccc3snnc3c2)CC1
20	106	91	1	121	103	112	-15	-12	Cc1cc(-n2cnnn2)cc(C)c1S(=O)(=O)NCCOc1ccccc1
21	108	106	0	108	102	113	24	-1	COc1ccccc1NC(=O)COC(=O)C1CC1
22	101	101	1	96	105	111	10	-2	Cn1c(=O)c(C(=O)CSc2ccccc2)c(N)n(Cc2ccccc2)c1=O
23	97	96	1	100	95	95	-6	20	Cn1c(N)c(C(=O)COC(=O)CCc2ccccc2)c(=O)n(C)c1=O
24	100	98	2	94	98	102	15	-4	O=C(CSc1nc2ccccc2o1)N1c2ccccc2Sc2ccccc21

# 16 compounds out of the list, arranged by length of the SMILES, highest first.
entry	AGP1-GFP MLPCN	LAP4 TOR yeast	GRK2 aptamer HTS	CIT2 TOR yeast	RPL19A TOR yeast	MEP2-GFP yeast	VLA-4 inh	GASC-1 inh	Compound
7	102	95	0	103	104	79	7	5	Cc1nn(-c2ccccc2)c(N2CCCC2)c1/C=N/NC(=O)c1cccc(S(=O)(=O)Nc2ccc(Cl)cc2)c1
15	100	94	0	105	100	101	2	-6	COc1ccc(NC(=O)CN2C(=O)NC(C)(c3ccc4c(c3)OCO4)C2=O)cc1S(N)(=O)=O (stereo not drawn)
12	98	99	0	94	102	102	12	-1	O=C(CCn1c2c(c3ccccc31)CCCC2)NNC(=O)c1cccc([N+](=O)[O-])c1
6	107	111	0	98	99	99	16	10	O=C(CCNC(=O)C1CCN(S(=O)(=O)c2ccccc2)CC1)NCCc1ccc(Cl)cc1
9	91	97	0	94	92	93	-16	16	Cc1ccc(NC(=O)COc2ccc(N(C)S(=O)(=O)c3ccc(F)cc3)cc2)cc1
16	94	100	1	100	97	100	-6	·	CCOc1ccccc1C(=O)OCC(=O)Nc1cc(S(=O)(=O)N2CCOCC2)ccc1C
17	106	112	0	96	101	106	0	·	COc1cccc(CNC(=O)COC(=O)c2ccc(C(=O)c3ccccc3)cc2)c1
13	108	93	0	105	97	102	17	7	CC(=O)c1c(COC(=O)c2ccccc2Cl)nc2ccccc2[n+]1[O-]
23	97	96	1	100	95	95	-6	20	Cn1c(N)c(C(=O)COC(=O)CCc2ccccc2)c(=O)n(C)c1=O
20	106	91	1	121	103	112	-15	-12	Cc1cc(-n2cnnn2)cc(C)c1S(=O)(=O)NCCOc1ccccc1
24	100	98	2	94	98	102	15	-4	O=C(CSc1nc2ccccc2o1)N1c2ccccc2Sc2ccccc21
10	103	97	0	109	97	102	10	-1	O=C(Nc1ccc(N=Nc2ccccc2)cc1)c1cccc(Cl)c1
5	103	99	0	100	104	104	-3	5	COC(=O)c1c(N)sc(C(=O)NCCc2ccccc2)c1C
4	72	88	1	63	107	90	-3	-2	CNC(=O)OC(C)CNS(=O)(=O)c1ccc(C)cc1 (stereo not drawn)
21	108	106	0	108	102	113	24	-1	COc1ccccc1NC(=O)COC(=O)C1CC1
8	84	86	1	92	90	88	-7	3	O=C(Cc1ccccc1)NCc1cccnc1

# Later entries.
entry	AGP1-GFP MLPCN	LAP4 TOR yeast	GRK2 aptamer HTS	CIT2 TOR yeast	RPL19A TOR yeast	MEP2-GFP yeast	VLA-4 inh	GASC-1 inh	Compound
25	102	105	2	102	100	97	-5	-4	O=C(Nc1cccc(-c2nnc(-c3ccco3)o2)c1)c1ccccc1
26	103	103	1	98	97	98	-3	-3	Cn1cc(C(=O)NCCN2CCN(c3cccc(Cl)c3)CC2)c2c3ccccc3n(C)c2c1=O
27	101	98	0	98	100	101	53*	·	CC(C)[C@@H]1CN=C(N)N1C[C@@H]1CCCN1C[C@H](C)N1C[C@@H](Cc2ccccc2)N(CCc2ccc(Cl)c(Cl)c2)C1=N
28	89	96	0	90	95	94	33	-16	Cc1nn(-c2ccccc2)c(N2CCCCC2)c1/C=N/O
29	97	94	2	98	95	96	-3	0	CC(C)CC(OC(=O)c1ccc(Cl)nc1)C(=O)NC1CCCC1 (stereo not drawn)
30	95	108	1	93	101	92	0	1	O=C(O)c1cccc(N2C(=O)c3ccc(Oc4ccc(Cl)cc4)cc3C2=O)c1
31	100	100	0	105	107	112	1	-2	Cc1c(CCC(=O)O)c(=O)oc2cc(OCc3cccc(F)c3)ccc12
32	86	105	0	88	99	90	-2	15	O=C1N[C@@H](Cc2cn(S(=O)(=O)c3ccc([N+](=O)[O-])cc3)c3ccccc23)C(=O)N[C@H]1Cc1ccccc1
33	111	98	0	95	99	102	3	-3	COc1ccc(NC(=O)CN2C(=O)NC(c3ccccc3)(c3ccccc3)C2=O)cc1
34	107	150	4	97	105	115	-2	-4	COC(=O)c1ccc(C(=O)OC)c(NC(=O)CSc2cccc[n+]2[O-])c1
35	101	103	0	104	102	100	0	-15	CCOC(=O)c1c(NC(=O)CN(CC)CC)sc2c1CCN(C(=O)OCC)C2
36	27[may fluoresce violet]	93[may fluoresce violet]	2	?	98[may fluoresce violet]	114[may fluoresce violet]	23	11	O=C(CSc1ccc(-c2ccco2)nn1)NCc1ccccc1
37	101	95	0	98	104	97	10	-19	CC(=O)c1c(C)[nH]c(C(=O)NC2CCSc3ccccc32)c1C (stereo not drawn)
38	105	108	0	98	100	99	-11	·	CCCCNc1nc2sc3c(c2c(=O)n1-c1cccc(Cl)c1)CCN(C)C3
39	102	102	6	106	106	109	-2	-17	COc1cccc(C(=O)Nc2ccc(N3CCN(C(=O)c4ccco4)CC3)cc2)c1
40	96	99	3	95	99	96	34	10	COc1ccc(NC(=O)c2c(C(F)(F)F)nn(C)c2SCc2ccccc2)cc1
41	97	97	3	97	95	92	16	1	CN(C)/C=C/C(=O)c1ccc(Oc2ncccn2)cc1
42	106	111	0	105	108	114	16	1	COC(=O)c1sccc1-n1cccc1C(=O)NCc1ccccc1
43	94	86	1	92	90	87	-15	17	CC[C@@]1(C(=O)OC)N[C@H](CN(C)C(=O)Nc2ccc(C(F)(F)F)cc2)[C@@H]2C(=O)N(Cc3ccccc3)C(=O)[C@@H]21
44	96	96	0	104	101	102	7	-5	COc1ccc(C(=O)NC2c3ccccc3-c3ccccc32)cc1
45	97	96	0	100	98	99	2	-1	Cc1cc(C)c(C#N)c(N2CCCC(C(N)=O)C2)n1 (stereo not drawn)
46	106	99	2	102	98	100	-11	12	CO/N=C/NC(=O)c1c(OC)ccnc1Oc1ccc(F)cc1
47	97	95	3	97	102	98	3	2	Cn1ccnc1C(=O)c1ccc(NN)c([N+](=O)[O-])c1
48	102	97	0	96	96	95	-87	6	CC(C)OCCCn1c(SC(C)C(=O)NC2CC2)nc2ccccc2c1=O (stereo not drawn)
49	108	108	6	99	94	97	0	5	O=C(c1ccco1)N1CCN(c2ncnc3c(-c4ccccc4)nsc23)CC1
50	104	94	0	94	101	99	18	-33	CCOC(=O)C(Sc1nnc(-c2ccncc2)o1)C(C)=O (stereo not drawn)
51	100&101	101&96	5&19	102&108	98&103	100&99	-1&-6	10&-28	O=C(Cc1cc(=O)[nH][nH]1)N/N=C/C=C/c1ccccc1
52	111	103	1	109	99	104	5	-5	COc1ccc(NC(=O)C(=O)NCC(c2ccco2)N2CCc3ccccc3C2)cc1OC (stereo not drawn)
53	107	100	3	106	102	111	4	-3	Cc1nc(SCC(=O)Nc2c(C)n(C)n(-c3ccccc3)c2=O)nc(C)c1C
54	98	103	5	93	97	89	-2	-5	CCCNC(=O)N1CCN(C(c2ccccc2)c2ccccc2)CC1
